GSIS activator: GLuc luminescence reporter in INS-1E cells, primary screen for activators of glucose-dependent secretion of insulin. hit rate 0.61% among 370,000. activation, % at 16.6 µM. INS-1E GLuc reporter insulin secretion, 2-3 h;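 active = lowest replicate activation of at least 40%, so every replicate reaches that level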;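 also: 0% = median of neutral control wells and 100% = median of IBMX positive control wells; some compounds called inactive have numbers as strong as hits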
PGC1a acetyl inh: inhibitors of PGC1a acetylation signal, primary screen, cell-based, U2OS, AlphaScreen, inhibitor mode | AlphaScreen anti-acetyl-lysine; with virally co-expressed GCN5 acetyltransferase | inhibition, % at 15.6 µM | hit rate 0.17% among 350,000;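 active = every replicate shows inhibition of at least 40%; inconclusive = mean inhibition at least 40% but some replicate below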;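 also: 0% = neutral control wells and 100% = positive control wells; some results beyond the cut were filed as inactive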
LGR2 antag: inhibitors of bursicon-induced LGR2 CRE-luciferase signal, primary screen, cell-based, HEK293, CRE-luciferase reporter, bursicon stimulation; AID 720647, 2013; bursicon-stimulated, 4 h; hit rate 0.35% among 380,000; inhibition, % at 9.99 µM;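 active = drop in luminescence signal, shown as inhibition above about 50% in the replicate tests, limit read from the data, passing the limit was not always enough; inconclusive = probably only some replicates passing the limit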;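 also: agonist challenge used bursicon conditioned medium at about half maximal strength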
Starred values were filed as active, the others as inactive; ? = inconclusive; & = joins results of further samples.

no.	PGC1a acetyl inh	GSIS activator	LGR2 antag	Molecule
1	9	12	-4	CC(C)c1cn(CC[C@H]2CC[C@@H](NC(=O)C3CCOCC3)[C@@H](CO)O2)nn1
2	2	3	5	CCCNC(=O)N1CC2(CCN(C(=O)c3cnccn3)CC2)c2c([nH]c3cc(OC)ccc23)[C@@H]1CO
3	-1	3	7	CC=Cc1ccc2n(c1=O)C[C@H]1[C@H](CO)[C@@H](C(=O)NCCC)[C@@H]2N1C(=O)C1CCC1 (mixture of isomers)
4	7	9	-4	Cc1ccc(-c2ccccc2[C@H]2[C@@H](C#N)N(c3ncc(-c4ccccc4)s3)[C@H]2CO)cc1
5	4	-1	0	COc1ccc2c3c(n(C)c2c1)[C@H](CO)N(C)CC31CN(S(=O)(=O)c2cn(C)cn2)C1
6	1	6	2	CCC(=O)N1CC2(C1)[C@H](c1ccccc1)[C@H](CO)N2C(=O)NC(C)C
7	-5	5	7	CCC(=O)N1[C@H](CO)[C@H](c2ccc(-c3ccccc3)cc2)[C@H]1CNC(=O)COC
8	4	-1	-5	O=C(c1ccc(F)cc1)N1CC2(C1)[C@H](c1ccccc1)[C@@H](CO)N2Cc1ccccn1
9	4	5	9	O=C(c1cccc(F)c1)N1CC(=O)N2[C@H](CO)[C@@H](c3ccc(-c4cccnc4)cc3)[C@H]2C1
10	8	6	-6	CCCN1C[C@H](C)[C@@H](OC)CN(C)C(=O)c2cc(NC(=O)CC(F)(F)F)ccc2OC[C@@H]1C
11	7	14	1	C[C@H](CO)N1C[C@H](C)[C@@H](CN(C)Cc2ccc(C(=O)O)cc2)Oc2ccc(NS(=O)(=O)c3cccs3)cc2CC1=O
12	2	-4	-21	COc1ccc2c3c([nH]c2c1)[C@H](CO)N(Cc1ccccc1)CC31CN(C(C)=O)C1
13	7	27	-6	COc1ccc2c3c(n(C)c2c1)[C@@H](CO)N(C(=O)CN1CCOCC1)CC31CCN(C(C)=O)CC1
14	-3	-11	7	Cc1ccc(CN2CC(=O)N3[C@H](CO)[C@H](c4ccc(Br)cc4)[C@@H]3C2)cc1
15	11	2	-8	COCC#Cc1ccc([C@H]2[C@H]3CN(C(=O)c4cccnc4)CC(=O)N3[C@H]2CO)cc1
16	-5	1	-5	CCS(=O)(=O)N1CC2(C1)CN(S(=O)(=O)c1cn(C)cn1)[C@H](CO)c1[nH]c3cc(OC)ccc3c12
17	11	-7	-4	COc1ccc2c3c(n(C)c2c1)[C@H](CO)N(C)CC31CCN(S(=O)(=O)c2cccs2)CC1
18	0	-17	15	COc1ccc2c3c(n(C)c2c1)[C@H](CO)N(CC1CCCC1)CC31CCN(C(=O)Nc2ccccc2)CC1
19	2	-3	20	N#C[C@H]1[C@H](c2ccccc2-c2cccc(F)c2)[C@@H](CO)N1C(=O)NC1CCCCC1
20	-14	6	5	COc1ccc2c3c(n(C)c2c1)[C@@H](CO)N(C)CC31CCN(CC2CC2)CC1

Ordered by value in GSIS activator (ascending): some entries from above.
no.	PGC1a acetyl inh	GSIS activator	LGR2 antag	Molecule
14	-3	-11	7	Cc1ccc(CN2CC(=O)N3[C@H](CO)[C@H](c4ccc(Br)cc4)[C@@H]3C2)cc1
17	11	-7	-4	COc1ccc2c3c(n(C)c2c1)[C@H](CO)N(C)CC31CCN(S(=O)(=O)c2cccs2)CC1
3	-1	3	7	CC=Cc1ccc2n(c1=O)C[C@H]1[C@H](CO)[C@@H](C(=O)NCCC)[C@@H]2N1C(=O)C1CCC1 (mixture of isomers)
9	4	5	9	O=C(c1cccc(F)c1)N1CC(=O)N2[C@H](CO)[C@@H](c3ccc(-c4cccnc4)cc3)[C@H]2C1

Some entries already given, limited to GSIS activator.
No. | SMILES | GSIS activator
7 | CCC(=O)N1[C@H](CO)[C@H](c2ccc(-c3ccccc3)cc2)[C@H]1CNC(=O)COC | 5
8 | O=C(c1ccc(F)cc1)N1CC2(C1)[C@H](c1ccccc1)[C@@H](CO)N2Cc1ccccn1 | -1
9 | O=C(c1cccc(F)c1)N1CC(=O)N2[C@H](CO)[C@@H](c3ccc(-c4cccnc4)cc3)[C@H]2C1 | 5
10 | CCCN1C[C@H](C)[C@@H](OC)CN(C)C(=O)c2cc(NC(=O)CC(F)(F)F)ccc2OC[C@@H]1C | 6
11 | C[C@H](CO)N1C[C@H](C)[C@@H](CN(C)Cc2ccc(C(=O)O)cc2)Oc2ccc(NS(=O)(=O)c3cccs3)cc2CC1=O | 14

The listing continues.
no.	PGC1a acetyl inh	GSIS activator	LGR2 antag	Molecule
21	4	-10	0	COc1ccc2c3c(n(C)c2c1)[C@H](CO)N(C(=O)Nc1ccc(F)cc1)CC31CN(C(=O)CN2CCOCC2)C1
22	-1	9	8	CO[C@H]1CN(C)C(=O)c2ccc(NC(C)=O)cc2OC[C@H](C)N(S(=O)(=O)c2cn(C)cn2)C[C@@H]1C
23	2	6	1	CC=Cc1ccc2n(c1=O)C[C@@H]1[C@@H](CO)[C@H](C(=O)NCc3ccccc3)N(CC)[C@H]21 (mixture of isomers)
24	-3	18	-4	O=C(Nc1cc(F)ccc1F)N1CC(=O)N2[C@@H](CO)[C@H](c3ccc(-c4cccnc4)cc3)[C@@H]2C1
25	0	18	-14	COc1ccc2c3c(n(C)c2c1)[C@@H](CO)N(C)CC31CN(S(C)(=O)=O)C1
26	-5	1&-12	-8&0	Cc1cccc(-c2ccc(C3[C@H]4CNC[C@@H]3N4S(=O)(=O)c3ccccc3F)cc2)c1 (some centres not stated)
27	-12	-12	-9	COc1ccc2c3c(n(C)c2c1)[C@H](CO)N(C(=O)Nc1ccccc1F)CC31CN(C)C1
28	-1	-12	-9	CCC(=O)N1CC2(CCN(C(=O)Nc3ccc(F)cc3)CC2)c2c([nH]c3cc(OC)ccc23)[C@@H]1CO
29	-5	17	-12	COCC(=O)N1CC2(C1)CN(Cc1cccc(OC)c1)[C@@H](CO)c1c2c2ccc(OC)cc2n1C
30	7	-12	-3	COCC(=O)N1[C@@H](CO)[C@@H](c2ccccc2)C12CN(C(=O)NC1CCCCC1)C2
31	-4	-1	0	COc1ccc2c3c(n(C)c2c1)[C@@H](CO)N(CC1CC1)CC31CN(C(=O)c2ccccc2)C1
32	-21	-20	1	CC(C)CC#Cc1ccc([C@@H]2[C@H]3CN(S(=O)(=O)c4cccc(F)c4)CC(=O)N3[C@H]2CO)cc1
33	4	21	-2	COc1ccc2c3c([nH]c2c1)[C@@H](CO)N(C(C)=O)CC31CN(C(=O)CN2CCOCC2)C1
34	-6	5	2	COc1cccc(S(=O)(=O)N[C@@H]2C=C[C@H](CC(=O)NC3Cc4ccccc4C3)O[C@@H]2CO)c1
35	5	-8	-16	CCCC(=O)N1CC2(CCN(C(=O)C3CCC3)CC2)c2c(n(C)c3cc(OC)ccc23)[C@H]1CO
36	-16	2	1	O=C1CN(S(=O)(=O)c2ccccc2)C[C@H]2[C@H](c3ccc(C#CCc4ccccc4)cc3)[C@@H](CO)N12
37	8	8	15	CCS(=O)(=O)N1CCC2(CC1)CN(C(=O)Cc1ccccn1)[C@@H](CO)c1[nH]c3cc(OC)ccc3c12
38	7	26	-5	CCC(=O)N1CC2(CN(C(=O)c3cccnc3)C2)c2c([nH]c3cc(OC)ccc23)[C@@H]1CO
39	-7	-8	-1	O=C(C1CC1)N1CC2(C1)[C@H](c1ccccc1)[C@H](CO)N2CC1CCCC1
40	0	26	-3	O=C(Cc1cccnc1)N1CC(=O)N2[C@H](C1)[C@H](c1ccc(C#CC3CCCC3)cc1)[C@@H]2CO
41	-2	9	3	CO[C@@H]1CN(C)C(=O)c2ccc(NC(=O)c3ccc(F)cc3)cc2OC[C@H](C)N(C(=O)CN(C)C)C[C@H]1C
42	-18	-19	-7	N#C[C@H]1[C@H](c2ccccc2C2=CCCCC2)[C@H](CO)N1S(=O)(=O)c1cccc(F)c1
43	0	-3	-3	O=C1CNC[C@@H]2[C@@H](c3ccc(C#CC4CCCCC4)cc3)[C@H](CO)N12
44	-3	4	-4	O=C(C1CCCCC1)N1CC(=O)N2[C@H](C1)[C@@H](c1ccc(-c3cccnc3)cc1)[C@@H]2CO
45	-1	19	6	Cc1ccc(CN2CC(=O)N3[C@H](CO)[C@@H](c4ccc(-c5cccnc5)cc4)[C@H]3C2)cc1
46	?	-8	14	COc1ccccc1-c1ccc([C@@H]2[C@H](CO)N(C(C)=O)C23CN(C(C)=O)C3)cc1
47	4	8	1	COc1ccc(O/C(=N\S(=O)(=O)c2ccccc2)c2ccccc2)cc1
48	2	-8	-4	O=C(Cc1ccccc1)N1CC2(C1)[C@@H](c1ccccc1)[C@@H](CO)N2C(=O)Cc1ccccc1
49	-5	16	3	COc1ccc2c3c(n(C)c2c1)[C@@H](CO)N(S(C)(=O)=O)CC31CCN(C(=O)CN(C)C)CC1
50	-14	-12	-6	CCCNC(=O)N1CC(=O)N2[C@H](CO)[C@H](c3ccc(C#CCC4CCCC4)cc3)[C@H]2C1
51	-5	-12	3	CCC(=O)N1CC(=O)N2[C@H](CO)[C@@H](c3ccc(C#Cc4cccc(F)c4)cc3)[C@H]2C1
52	-18	-28	13	COc1ccc2c3c([nH]c2c1)[C@@H](CO)N(C(=O)Nc1ccc(F)cc1)CC31CN(Cc2cc(F)ccc2F)C1
53	-5	8	-10	COCC#Cc1ccc([C@@H]2[C@@H](CO)N3C(=O)CN(C(=O)c4cccnc4)C[C@@H]23)cc1
54	9	4	-9	COc1ccc(NC(=O)N2CC3(C2)CN(C(=O)c2cccnc2)[C@@H](CO)c2[nH]c4cc(OC)ccc4c23)cc1
55	-12	-7	-6	COCC(=O)N1[C@@H](C#N)[C@@H](c2ccccc2-c2ccc(C)cc2)[C@@H]1CO
56	0	8	21	C[C@H](CO)N1C[C@H](C)[C@H](CN(C)Cc2ccc(C(F)(F)F)cc2)Oc2ccc(NS(=O)(=O)c3ccc(Cl)cc3)cc2C1=O
57	-5	35	-24	Cc1cccc(-c2ccc([C@H]3[C@H](CO)N4C(=O)CN(C(=O)CN5CCOCC5)C[C@@H]34)cc2)c1
58	-9	-26	3	C[C@@H]1CN([C@@H](C)CO)C(=O)c2c(c3ccccc3n2C)-c2ccccc2CO[C@H]1CN(C)Cc1ccc(F)cc1
59	4	-9	32	O=C(C[C@H]1CC[C@H](NS(=O)(=O)c2ccc(F)cc2)[C@H](CO)O1)NCc1ccccc1F
60	3	-13	6	COc1ccc2c3c(n(C)c2c1)[C@@H](CO)N(C(=O)C1CCC1)CC31CN(C(=O)Nc2cccc(F)c2)C1
61	0	22	-3	COc1ccc2c3c([nH]c2c1)[C@H](CO)N(C(=O)C1CCOCC1)CC31CCN(C)CC1
62	-5	-12	-14	COc1ccc2c3c(n(C)c2c1)[C@H](CO)N(C(=O)Nc1ccc(F)cc1)CC31CCN(Cc2cccnc2)CC1
63	14	-21	-13	O=C(C1CCCC1)N1CC2(C1)[C@H](c1ccccc1)[C@H](CO)N2CCC(F)(F)F
64	3	13	-23	CCC(=O)N1[C@H](CO)[C@@H](c2ccccc2)C12CN(Cc1cccnc1)C2
65	-1	-4	1	CCCC#Cc1ccc([C@@H]2[C@H](CO)N3C(=O)CN(C(=O)c4ccc(F)cc4)C[C@@H]23)cc1
66	-9	2	4	O=C(C1CCCCC1)N1CC(=O)N2[C@@H](CO)[C@H](c3ccc(C#Cc4cccc(F)c4)cc3)[C@@H]2C1
67	28	22	-13	COc1cccc(CN2CC3(CN(Cc4ccccn4)C3)c3c([nH]c4cc(OC)ccc34)[C@@H]2CO)c1
68	1	-6	-6	CO[C@@H]1CN(C)C(=O)c2ccc(NC(=O)c3ccno3)cc2OC[C@@H](C)N(S(C)(=O)=O)C[C@@H]1C
69	-10	-20	14	O=C(CC1CC1)N1CC(=O)N2[C@H](CO)[C@H](c3ccc(C#Cc4cccc(F)c4)cc3)[C@@H]2C1
70	-11	12	-9	CC=Cc1ccc2n(c1=O)C[C@@H]1[C@@H](CO)[C@H](C(=O)NC3CCCC3)N(C(=O)C3CCC3)[C@H]21 (mixture of isomers)
71	1	14	5	O=C(CN1CCOCC1)N1CC(=O)N2[C@@H](CO)[C@H](c3ccc(-c4ccccc4)cc3)[C@@H]2C1
72	-6	12	-9	COc1cccc(-c2ccc3c(c2)[C@@H]2[C@@H](CCN2C(=O)C2CC2)[C@@H](CO)N3)c1
73	-4	23	3	COCC(=O)N1CC2(CN(C(=O)NC(C)C)C2)c2c(n(C)c3cc(OC)ccc23)[C@H]1CO
74	10	-24	-21	COc1ccc(CN2CC3(C2)CN(Cc2ccc4c(c2)OCO4)[C@@H](CO)c2[nH]c4cc(OC)ccc4c23)cc1
75	59*	-6	-8	N#C[C@H]1[C@H](c2ccc(C#CC3CCCC3)cc2)[C@H](CO)N1C(=O)Cc1ccccn1
76	6	18	4	COc1ccc2c3c([nH]c2c1)[C@H](CO)NCC31CN(C(=O)Cc2cccnc2)C1
77	-7	4	-6	C[C@H]1CN([C@@H](C)CO)C(=O)c2cccc(NC(=O)C3CCCCC3)c2O[C@@H]1CN(C)Cc1ccc(-c2ccccc2)cc1

Assay outcomes (PubChem BioAssay)

These rows are one share of the data, so the mix of outcomes need not match the whole.
